From PubChem BioAssay
ALOX12 inhib: 12-hLO (ALOX12) enzyme inhibition | P18054 | purified 12-hLO, xylenol orange hydroperoxide absorbance | Potency, µM (titrated, usually from 57.1 µM), without a hit: top-dose activity change, negative = inhibition, most hits filed as inhibitors | 150,000 tested, 0.12% active | AID 1452; active = well fitted inhibition curve with a large enough effect; also: nearly all actives have a fitted effect of over 55% in size; many of its hits are not listed in these tables
Target sequence (P18054 whole entry, looked up): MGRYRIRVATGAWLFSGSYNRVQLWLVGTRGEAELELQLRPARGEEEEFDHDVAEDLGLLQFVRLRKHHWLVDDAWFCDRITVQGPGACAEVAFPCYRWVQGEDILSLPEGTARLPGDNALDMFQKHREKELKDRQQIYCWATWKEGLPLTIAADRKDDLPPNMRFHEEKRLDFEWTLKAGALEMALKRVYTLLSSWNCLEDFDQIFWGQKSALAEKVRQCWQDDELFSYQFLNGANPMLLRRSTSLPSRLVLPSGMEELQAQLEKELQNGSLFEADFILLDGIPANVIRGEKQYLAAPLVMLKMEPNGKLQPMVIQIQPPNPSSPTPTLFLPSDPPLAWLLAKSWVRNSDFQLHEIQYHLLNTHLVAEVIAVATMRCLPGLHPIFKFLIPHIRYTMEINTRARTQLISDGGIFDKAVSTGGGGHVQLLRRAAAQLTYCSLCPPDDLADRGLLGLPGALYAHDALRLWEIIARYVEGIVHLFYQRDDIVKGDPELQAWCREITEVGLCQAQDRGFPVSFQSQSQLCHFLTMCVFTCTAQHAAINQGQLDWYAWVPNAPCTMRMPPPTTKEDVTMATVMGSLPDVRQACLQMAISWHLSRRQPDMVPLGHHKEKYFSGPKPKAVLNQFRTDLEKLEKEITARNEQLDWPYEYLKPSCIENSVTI
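Hydroperoxide formation by human 12-lipoxygenase from 40 uM arachidonic acid was followed colorimetrically via ferric-xylenol orange complex, using the 573/405 nm absorbance ratio. Enzyme concentration was 150 nM, with 30 min reaction at room temperature.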
The depositor's hits bear a star; [ ] = remark or other dose. % is scaled to controls: 0 for no effect and ±100 for the full control effect; potency is read from the fitted curve at half-maximal effect. Only part of the results is shown, so the mix of outcomes need not match the whole.

CC/C=C\C/C=C\C/C=C\C/C=C\C/C=C\C/C=C\CCC(N)=O
  ALOX12 inhib: -3%
COC(=O)C1(C(=O)OC)CC(CO)C(=O)[C@H]1c1ccccc1 (stereo partly drawn)
  ALOX12 inhib: 1%
CC1(O)C(=O)C=C2C=C(c3ccc(C#N)cc3)OC=C2C1=O (stereo not drawn)
  ALOX12 inhib: -2%
CCCCC1=CC2=CC(=O)C(C)(OC(=O)CCC(=O)OC)C(=O)C2=CO1 (stereo not drawn)
  ALOX12 inhib: -3%
C=CCN1c2ccccc2[C@]23C[C@@H](C(=O)OC)N(C(C)=O)C2=NC(C(=O)OC)=C(C(=O)OC)[C@H]13
  ALOX12 inhib: -1%[11.4 µM]
COCOc1cc(OC)ccc1C(=O)/C=C/c1ccc([N+](=O)[O-])cc1
  ALOX12 inhib: 2%
NCCC[C@@H](CC(=O)N[C@@H]1CCNC[C@H]1C(=O)N[C@H](CC(=O)N[C@@H](CCC(=O)O)CC(=O)O)Cc1ccccc1)NC(=O)C[C@H](Cc1c[nH]c2ccccc12)NC(=O)[C@@H]1CNCC[C@H]1N
  ALOX12 inhib: 0%
CCCCC/C=C\C/C=C\C/C=C\CCCCC(=O)NCC(=O)O
  ALOX12 inhib: 6%
C[C@H]1Cc2c(-c3ccccc3)nc3c(c2CO1)CN(C(=O)c1cc(I)ccc1F)CC3
  ALOX12 inhib: 1%[11.4 µM]
COC(=O)[C@H]1[C@H](CCc2ccccc2)NC(=O)N(Cc2ccccc2)[C@@H]1C
  ALOX12 inhib: 1%[11.4 µM]
CC(C)(C)Nc1oc(-c2ccccc2)nc1-c1ccccc1
  ALOX12 inhib: 5%
CCCCC/C=C\C[C@@H]1O[C@H]1/C=C/C(O)C/C=C\CCCC(=O)O (stereo partly drawn)
  ALOX12 inhib: 0%
CCOC(=O)CN1C(=O)N[C@@H](c2ccccc2)[C@H](C(=O)OC)[C@H]1C
  ALOX12 inhib: 2%[11.4 µM]
CCCCS(=O)(=O)N1CCc2nc(-c3ccc(OC)cc3C)c3c(c2C1)CO[C@@H](c1ccccc1)C3
  ALOX12 inhib: 3%[11.4 µM]
C=CCN1c2ccccc2[C@]23C[C@@H](C(=O)OC)N(S(=O)(=O)c4ccc(C)cc4)C2=NC(C(=O)OC)=C(C(=O)OC)[C@H]13
  ALOX12 inhib: -1%[11.4 µM]
CCCCc1nc2c(c3c1C[C@H](C)OC3)CN(C(=O)C1CCCCC1)CC2
  ALOX12 inhib: 2%[11.4 µM]
COC(=O)CCCC1=CC2=CC(=O)C(C)(O)C(=O)C2=CO1 (stereo not drawn)
  ALOX12 inhib: 4%
C=CC1=C2C=C(C3CC3)N(C3CCCC3)C=C2C(=O)C(C)(OC(=O)c2ccco2)C1=O (stereo not drawn)
  ALOX12 inhib: -3%[11.4 µM]

Pulled by compound from the list above (seven):
CCOC(=O)CN1C(=O)N[C@@H](c2ccccc2)[C@H](C(=O)OC)[C@H]1C
  ALOX12 inhib: 2%[11.4 µM]
CCCCc1nc2c(c3c1C[C@H](C)OC3)CN(C(=O)C1CCCCC1)CC2
  ALOX12 inhib: 2%[11.4 µM]
NCCC[C@@H](CC(=O)N[C@@H]1CCNC[C@H]1C(=O)N[C@H](CC(=O)N[C@@H](CCC(=O)O)CC(=O)O)Cc1ccccc1)NC(=O)C[C@H](Cc1c[nH]c2ccccc12)NC(=O)[C@@H]1CNCC[C@H]1N
  ALOX12 inhib: 0%
CCCCS(=O)(=O)N1CCc2nc(-c3ccc(OC)cc3C)c3c(c2C1)CO[C@@H](c1ccccc1)C3
  ALOX12 inhib: 3%[11.4 µM]
COCOc1cc(OC)ccc1C(=O)/C=C/c1ccc([N+](=O)[O-])cc1
  ALOX12 inhib: 2%
C=CC1=C2C=C(C3CC3)N(C3CCCC3)C=C2C(=O)C(C)(OC(=O)c2ccco2)C1=O (stereo not drawn)
  ALOX12 inhib: -3%[11.4 µM]
COC(=O)[C@H]1[C@H](CCc2ccccc2)NC(=O)N(Cc2ccccc2)[C@@H]1C
  ALOX12 inhib: 1%[11.4 µM]
